Screens: PubChem BioAssay, several laboratories
NR1D1 modulator = modulators of human Rev-erb alpha DNA binding; P20393; Rev-erbα–FITC-DNA binding, fluorescence polarization, 90 min; activity, % at 10 µM; 0.79% of 370,000 active;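 active means activity above about 14%, limit read from the data; passing the limit was not always enough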;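 further: 0% = DMSO wells with 35 nM protein and 100% = DMSO wells with 750 nM protein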
Target sequence (P20393 whole entry, looked up): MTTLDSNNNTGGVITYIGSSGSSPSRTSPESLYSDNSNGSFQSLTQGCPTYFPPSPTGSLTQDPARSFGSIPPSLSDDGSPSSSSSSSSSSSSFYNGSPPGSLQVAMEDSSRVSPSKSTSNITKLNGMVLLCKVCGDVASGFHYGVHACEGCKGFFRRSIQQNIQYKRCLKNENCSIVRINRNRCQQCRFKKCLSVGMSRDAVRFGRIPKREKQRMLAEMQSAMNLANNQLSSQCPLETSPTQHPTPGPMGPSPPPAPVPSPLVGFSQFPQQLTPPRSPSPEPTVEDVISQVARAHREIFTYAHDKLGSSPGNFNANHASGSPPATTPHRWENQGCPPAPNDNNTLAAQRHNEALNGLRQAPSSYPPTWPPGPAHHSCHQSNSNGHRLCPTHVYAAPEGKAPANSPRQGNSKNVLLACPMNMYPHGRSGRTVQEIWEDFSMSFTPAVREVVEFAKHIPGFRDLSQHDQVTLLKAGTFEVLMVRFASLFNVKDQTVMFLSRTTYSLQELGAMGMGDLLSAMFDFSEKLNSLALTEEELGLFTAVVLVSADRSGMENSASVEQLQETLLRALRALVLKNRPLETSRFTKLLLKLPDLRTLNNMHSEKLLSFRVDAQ
DAX1 inh-1 = DAX1 (NR0B1) inhibition, primary screen | HEK293T StAR-luciferase reporter, SF-1/DAX-1 repression relief | inhibition, % at 6.8 µM | AID 652010 | 1.1% of 370,000 active;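 active means inhibition above the mean over all tested compounds plus 3 SD, cut at about 3.6% in these data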;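 further: 0% = DAX-1 cells with DMSO and 100% = cells lacking DAX-1 with DMSO; higher inhibition means more luminescence from relief of DAX-1 repression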
PLC-beta3 inh = inhibitors of human phospholipase C beta3. inhibition, % at 12.2 µM. Purified PLC-beta3, fluorogenic substrate, fluorescence. 0.18% of 370,000 active. Q01970; in the data active means inhibition above about 11%;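 further: 0% = median of compound wells on plate and 100% = full blocker control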
PLCg1 inh = PLC-gamma1 (human) inhibition, primary screen. P19174. purified PLC-gamma1, fluorogenic substrate, fluorescence. inhibition, % at 12.2 µM. 0.84% of 370,000 active. AID 720700; in the data active means inhibition above about 9.5%
hgDAF-12 ag = agonists of H. glycines DAF-12 nuclear receptor. activation, % at 6.8 µM. HEK293 GAL4-hgDAF12 UAS-luciferase reporter, agonist luminescence; normalized to butyrate control. AID 687014. 1.8% of 370,000 active;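 active means activation above a cutoff set at the mean of all screened compounds plus 3 SD, cut at about 10% in these data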;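 further: 0% = DMSO wells and 100% = sodium butyrate wells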
MBD2 DNA inh = blocks human MBD2 binding to methylated DNA; Q9UBB5; TR-FRET, MBD2 binding to methylated oligonucleotide; inhibition, % at 4.4 µM; 0.31% of 370,000 active; AID 686964; in the data active means inhibition above about 13%
Target sequence (Q9UBB5 whole entry, looked up): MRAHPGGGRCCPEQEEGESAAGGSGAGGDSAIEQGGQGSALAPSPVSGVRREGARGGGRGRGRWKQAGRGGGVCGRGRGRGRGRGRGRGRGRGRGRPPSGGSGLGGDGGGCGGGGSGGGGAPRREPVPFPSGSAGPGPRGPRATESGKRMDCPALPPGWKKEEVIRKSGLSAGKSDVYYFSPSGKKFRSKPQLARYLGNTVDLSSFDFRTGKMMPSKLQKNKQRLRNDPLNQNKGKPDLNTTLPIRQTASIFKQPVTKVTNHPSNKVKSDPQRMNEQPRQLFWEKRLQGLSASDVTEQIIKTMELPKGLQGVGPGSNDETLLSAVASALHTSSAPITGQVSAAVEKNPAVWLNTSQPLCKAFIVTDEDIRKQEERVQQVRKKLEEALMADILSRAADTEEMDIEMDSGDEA
hcDAF-12 act = activates DAF-12 receptor from parasite H. contortus; HEK293 hcDAF-12 lit1-tk-luc reporter, luminescence; 0% DMSO, 100% Δ7-dafachronic acid; activation, % at 6.8 µM; 1.4% of 370,000 active;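 active means activation above the mean of all tested compounds plus 3 SD, cut at about 5.5% in these data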;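 further: 100% = response to 3 µM Δ7-dafachronic acid high control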
SMARCA2 act = activators of SMARCA2 function | activation, % at 9.1 µM | 1% of 370,000 active | MG213 cells, MMTV-luciferase reporter, dexamethasone, overnight | AID 652017; in the data active means activation above about 7.8%;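 further: 0% = vehicle wells and 100% = reference activator wells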
ADAM17 inh = inhibits human ADAM17. inhibition, % at 6.95 µM. 0.83% of 370,000 active. recombinant ADAM17, EDANS/DABCYL FRET peptide cleavage;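 active means inhibition above the mean of compounds lying between control limits plus 3 SD, set per campaign, cut at about 8.5% in these data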;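 further: 0% = DMSO-only wells as the low control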
ssDAF-12 act = activates DAF-12 receptor from parasite S. stercoralis; HEK293 ssDAF-12/GRIP1 lit1-tk-luc reporter, luminescence; % of 3 µM dafachronic acid response; activation, % at 6.8 µM; 1% of 370,000 active;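 active means activation above the mean over all tested compounds plus 3 SD, cut at about 0.9% in these data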;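 further: 0% = DMSO-only wells and 100% = 3 µM delta7-dafachronic acid wells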
DAX1 inh-2 = NR0B1 (DAX1) inhibition | HEK293 Gal4-DAX1 luciferase reporter, luminescence | inhibition, % at 6.75 µM | AID 504766 | 0.99% of 340,000 active;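 active means inhibition above the mean over all tested compounds plus 3 SD, cut at about 4.2% in these data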;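 further: 0% = DAX1-transfected cells with DMSO and 100% = empty-vector control cells with DMSO; inhibition shows as a rise in luminescence from relieved DAX1 repression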
* = called active by the depositor; . = not tested or not shown.

SMILES	NR1D1 modulator	DAX1 inh-1	PLC-beta3 inh	PLCg1 inh	hgDAF-12 ag	MBD2 DNA inh	hcDAF-12 act	SMARCA2 act	ADAM17 inh	ssDAF-12 act	DAX1 inh-2
Cc1nnc2c(N(C)S(=O)(=O)c3ccccc3)nc3ccccc3n12	0	0.8	-4	1	0.2	0	-1.2	8.2*	-6	-1.5	0.5
COc1cc(OC)cc(-c2nc3ccccc3c(=O)n2OC(=O)c2ccc(Br)cc2)c1	-4	0.2	-4	-3	3.6	3	1.6	-2	1	-1.4	1.2
O=C(NC1Cc2ccccc2C1)c1cc(COc2cccc(C(F)(F)F)c2)on1	1	-1.2	-10	5	7.1	5	0.4	4	2	-0.6	-0.1
CCOC(=O)C1CCN(c2c(NCCCN(CC)Cc3ccccc3)c(=O)c2=O)CC1	-3	-0.2	1	0	0.3	1	0.0	-1	-3	-0.8	2.7
C=CCN1C(=O)OC2(CCCCC2)C1(C)O (stereo not drawn)	-1	0.4	5	2	-0.4	3	2.0	-3	0	-0.7	1.6
COCc1nnc(NC(=O)c2ccco2)s1	-4	-0.4	1	0	1.1	3	0.1	0	-5	-0.4	1.4
CC(C)CN1C(=O)[C@@]2(CC(=O)N(C)C2c2ccccc2)c2cc(-n3cc(CN(C)C)nn3)ccc21 (stereo partly drawn)	-6	0.3	-5	-2	-1.6	2	-0.4	0	0	-1.4	.
CSCC[C@H](NS(=O)(=O)c1ccc(C)cc1)C(=O)N1CCC(C(=O)N[C@H](C(=O)O)c2ccccc2)CC1	0	-0.3	3	-1	0.2	2	-0.5	2	1	-0.8	1.0
CC(=O)NN(O)C1N(C)C(=O)N(Cc2ccccc2)C1(C)C (stereo not drawn)	1	-0.4	-5	2	1.1	-3	0.6	-1	1	-0.7	-0.5
CC1(C(=O)Nc2ccc(Cl)c(Cl)c2)CCN1C(=O)CCC1CCCC1 (stereo not drawn)	-1	1.7	0	-5	-2.1	-6	-3.8	-6	-1	-0.7	.
O=C(COc1ccccc1)NC1CCSC1=O (stereo not drawn)	-5	0.5	3	1	0.3	-2	-2.3	-3	-1	-0.8	0.1
CC(NC(=O)c1c(Cl)cnn1C)C1CCCO1 (stereo not drawn)	-3	0.1	-5	2	-0.9	-4	-0.6	1	-6	-1.6	0.8
CC(NC(=O)c1ccccc1NC(=O)c1ccco1)C(=O)O (stereo not drawn)	1	0.2	-5	0	0.9	-4	-2.2	-1	2	-1.5	2.2
Cc1c(Cl)cccc1NC(=O)CCCn1cnc([N+](=O)[O-])n1	-3	0.6	-7	-2	0.2	3	1.1	0	-2	-1.1	0.1
CC(=O)c1cccc(NC(=O)C2(C)Cc3c(-c4cccc(C(F)(F)F)c4)ccnc3O2)c1 (stereo not drawn)	1	0.7	0	0	-3.3	1	-1.3	-6	4	-1.6	.
CCOC(=O)CC(=O)CSc1[nH]c(=O)cc(C)c1C#N	-4	-0.5	-10	-7	1.1	0	2.5	4	-4	-1.2	0.8
O=C(Cc1ccccc1)N/N=C/C=C/c1cccc([N+](=O)[O-])c1	1	-0.5	2	3	0.7	-4	-1.5	-1	-3	-1.1	0.8
CCNC(=O)CC1C(=O)N(CC)C(=S)N1NC(=O)c1ccccc1 (stereo not drawn)	2	0.3	-3	1	1.0	1	-0.1	0	-2	-1.5	.
CC(=O)N1CCN=C1SCc1cccc(C)c1	1	0.9	-9	1	0.4	8	-1.2	-2	-4	-1.6	-0.4
CC(=O)Nc1ccc(NC(=O)CSCCc2ccccn2)cc1	0	-0.9	-2	-1	-0.5	-5	-1.9	-3	-6	-1.1	-0.4
CCOc1ccc(C(F)(F)F)cc1NC(=O)c1ccc(OC)c([N+](=O)[O-])c1	5	0.9	3	2	1.6	4	-2.7	-1	0	-1.4	-0.5
CCCCc1ccc(/C=C2\C(=O)ON=C2c2ccccc2)s1	-2	-0.6	-1	1	-0.5	3	-0.3	1	-3	-1.2	-0.3
O=C(NCCN1CCOCC1)c1cccc(S(=O)(=O)N2CCCC2)c1	3	-0.4	-5	4	-0.7	2	-1.6	1	-1	-0.8	1.2
O=C(O)c1ccccc1-c1ccccc1C(=O)NCc1cccnc1	-3	-0.5	-2	0	3.6	1	-2.5	-3	-5	-1.2	0.1
COc1ccc(/C=N/OCC(=O)N=Nc2c(O)[nH]c3ccc(Br)cc23)cc1	-3	0.3	0	-4	-0.5	6	2.9	3	0	-0.8	0.5

(list continues)
SMILES	NR1D1 modulator	DAX1 inh-1	PLC-beta3 inh	PLCg1 inh	hgDAF-12 ag	MBD2 DNA inh	hcDAF-12 act	SMARCA2 act	ADAM17 inh	ssDAF-12 act	DAX1 inh-2
O=C(CSc1nnc(NC(=O)c2ccc3c(c2)OCO3)s1)NCc1ccco1	-10	2.3	-14	-8	13*	0	5.9*	2	-7	-0.3	-2.3
COc1ccc(CCNS(=O)(=O)CCNC(=O)c2ccccc2)cc1	-1	-0.6	-10	-2	1.1	0	-0.4	-1	-6	-0.9	-1.4
Cc1ccc(NC(=O)CCc2c(C)nn(-c3ccc(N4CCCCC4)nn3)c2C)cc1	-4	1.6	-10	-5	5.5	-2	1.0	2	-1	-0.5	-0.5
COC(=O)c1cccc(C#CC(NP(=O)(c2ccccc2)c2ccccc2)c2ccccc2)c1 (stereo not drawn)	9	-0.6	1	-1	-0.7	-2	-1.0	2	5	-1.7	0.0
O=C(O)c1ccc(-c2ccccc2Cl)o1	1	-0.7	-1	-2	-2.8	-7	-1.3	1	-3	-0.9	1.9
Cc1cc(C(C)(C)C)oc1C(=O)N(CC(=O)NC1CCCC1)c1ccc(F)cc1	3	-0.2	6	3	-1.6	-3	-2.2	3	-4	-1.6	-0.3
CC(CNc1nc2ccccc2n2cnnc12)c1ccccc1 (stereo not drawn)	-4	-0.5	-9	1	-1.5	-6	-3.9	0	0	-1.6	-0.5
O=[N+]([O-])c1ccc(N2CCN(c3ccc([N+](=O)[O-])cc3CO)CC2)c(CO)c1	-5	-1.8	-1	4	-7.1	1	-6.1	-3	-3	-2.0	-2.9
CN(C)CCCNC(=O)C[C@H]1C[C@H](C(=O)N2CCOCC2)[C@@]2(C)c3[nH]c4cc(CCC(=O)N(C)C)ccc4c3CCN2C1=O	-1	-0.2	0	-1	3.8	0	-0.5	-1	-3	-1.1	-1.3
C/C(=N\N=C1\NC(=O)C(CC(=O)Nc2ccc(Cl)cc2)S1)c1ccco1 (stereo not drawn)	4	0.0	1	1	-1.1	-4	-1.0	-5	3	-0.5	0.0
Cc1ccc(C(=O)CSc2nnc(-c3ccccc3)n2-c2ccccc2)o1	3	-0.2	4	-2	-2.0	-3	-0.5	2	-4	-1.5	0.2
Cc1cc(/C=N/Nc2ccc([N+](=O)[O-])cn2)c(C)n1-c1ccc(C(=O)O)cc1	8	0.2	-10	-8	5.3	-1	-0.4	2	2	-1.8	6.6*
COC(=O)c1cccc(C23CC4(C2)[C@H](CN(C)[C@@H]4c2ccccc2)C3c2ccc(C(F)(F)F)cc2)c1 (stereo partly drawn)	8	0.0	-2	1	-1.4	0	-0.6	1	-4	-1.1	0.8
Cc1ccccc1Cn1c(C)c(C(=O)NCC(C)C)sc1=O	-6	-1.0	3	1	-3.0	-4	-1.1	-1	1	-1.4	.
Cc1ccccc1N=C1SCCN1C(=O)CN1C(=O)NC2(CCCC2)C1=O	-1	1.1	-4	-3	-2.1	-3	0.4	-1	-2	-0.8	0.5
CC1CCN(S(=O)(=O)c2cccc(S(=O)(=O)N3CCCC3)c2)CC1	-1	-0.3	3	-26	-0.4	-6	-0.3	-1	0	-1.0	-1.7
CC(C)c1ccccc1NC(=O)CCc1nc2ccccc2s1	-5	-0.1	-4	-5	-3.5	-2	1.0	-2	-1	-1.0	0.2
COc1ccccc1C(=O)NCc1nnc(SCC(=O)Nc2nccs2)n1C	-3	0.1	2	3	-0.8	1	3.1	2	-1	-0.8	8.3*
COCCn1c(SCC(=O)Nc2cccc(F)c2)nc2c(c1=O)SCC2	-3	-0.3	-5	0	-1.3	-4	-1.3	0	-1	-1.2	-0.4
Cc1ccc(S(=O)(=O)c2c(O)c3ccc(C(=O)O)cc3[nH]c2=O)cc1	-1	0.2	-108	-77	-1.1	-5	-0.7	1	-10	-1.2	2.5
Cc1[nH]n(-c2ccccc2)c(=O)c1C(=O)c1ccc([N+](=O)[O-])cc1	1	0.1	-1	0	-1.8	4	0.1	-5	-1	-1.3	0.8
Cc1ccccc1C(=O)NNC(=S)NC(=O)c1ccccc1	4	-1.0	1	-1	3.2	2	-0.8	-2	5	-1.3	1.3
CCN(C(=O)CSc1nnc(-c2cccnc2)n1Cc1ccco1)c1ccccc1C	-7	0.4	0	-1	2.8	-5	-1.1	-3	-4	-1.6	.
COc1ccc(S(=O)(=O)N(C)C[C@H]2Oc3c(NC(=O)Nc4c(C)noc4C)cccc3C(=O)N([C@@H](C)CO)C[C@H]2C)cc1	0	1.0	-1	-3	0.2	2	0.2	-3	-2	-1.5	-0.1
Cc1ccc(NC(=O)c2cc(S(=O)(=O)N3CCCCC3)ccc2N2CCOCC2)cc1S(=O)(=O)N(C)C	1	-0.5	-4	-1	1.2	5	0.7	3	3	-0.7	0.1

The results go on:
SMILES	NR1D1 modulator	DAX1 inh-1	PLC-beta3 inh	PLCg1 inh	hgDAF-12 ag	MBD2 DNA inh	hcDAF-12 act	SMARCA2 act	ADAM17 inh	ssDAF-12 act	DAX1 inh-2
CC1(C)Oc2nc3ccccc3n2/C1=C\C#N	-2	1.0	4	-1	-2.0	-1	1.4	-1	7	-1.6	-0.2
Cc1cccc(CCNC(=O)CCCOc2cc(=O)n(C)c3ccccc23)c1	-7	-0.2	-4	2	-2.8	4	-2.4	-3	-3	-1.4	2.3
Cc1ccc(/C=C(\C#N)c2nn(-c3ccccc3)c(N)c2C#N)cc1	-1	-1.0	-247	-217	3.5	-7	-3.2	0	-6	-0.2	-2.3
Fc1cc(F)c(C2SCCN2C(=S)Nc2cccc(C(F)(F)F)c2)c(F)c1 (stereo not drawn)	3	-0.1	1	2	2.8	-8	-1.1	-3	0	-0.1	1.2
CC(=O)Nc1ccc(Nc2nccc(C)n2)cc1	-4	1.5	0	-1	4.1	3	4.2	0	-4	0.1	.
COCCNC(=O)C(=O)NCC1CCCN1S(=O)(=O)c1cccs1 (stereo not drawn)	-5	0.1	1	2	0.0	0	3.6	-3	-1	-0.3	-0.5
O=C(NCc1cccnc1)c1cccc(OC2CCN(Cc3ccc(CO)o3)CC2)c1	-6	0.1	-11	-4	0.9	1	0.1	1	0	-1.1	0.0

Molecules listed so far that contain bromine, in the order listed:
SMILES	NR1D1 modulator	DAX1 inh-1	PLC-beta3 inh	PLCg1 inh	hgDAF-12 ag	MBD2 DNA inh	hcDAF-12 act	SMARCA2 act	ADAM17 inh	ssDAF-12 act	DAX1 inh-2
COc1cc(OC)cc(-c2nc3ccccc3c(=O)n2OC(=O)c2ccc(Br)cc2)c1	-4	0.2	-4	-3	3.6	3	1.6	-2	1	-1.4	1.2
COc1ccc(/C=N/OCC(=O)N=Nc2c(O)[nH]c3ccc(Br)cc23)cc1	-3	0.3	0	-4	-0.5	6	2.9	3	0	-0.8	0.5

Gathered by group, those above with a thiophene ring, fused or not
SMILES	NR1D1 modulator	DAX1 inh-1	PLC-beta3 inh	PLCg1 inh	hgDAF-12 ag	MBD2 DNA inh	hcDAF-12 act	SMARCA2 act	ADAM17 inh	ssDAF-12 act	DAX1 inh-2
CCCCc1ccc(/C=C2\C(=O)ON=C2c2ccccc2)s1	-2	-0.6	-1	1	-0.5	3	-0.3	1	-3	-1.2	-0.3
COCCNC(=O)C(=O)NCC1CCCN1S(=O)(=O)c1cccs1 (stereo not drawn)	-5	0.1	1	2	0.0	0	3.6	-3	-1	-0.3	-0.5
